# Bioassay records deposited in PubChem by Sanford-Burnham Center for Chemical Genomics.
# UBC13 inh – UBC13 polyubiquitin chain formation inhibitors, primary screen, biochemical, TR-FRET, uHTS. Ubiquitin-conjugating enzyme E2 N (Homo sapiens), P61088. inhibition, % at 20 µM. 330,000 tested, 0.47% active; in the data active means inhibition above about 45%, passing the limit was not always enough
# Target sequence (P61088 whole entry, looked up): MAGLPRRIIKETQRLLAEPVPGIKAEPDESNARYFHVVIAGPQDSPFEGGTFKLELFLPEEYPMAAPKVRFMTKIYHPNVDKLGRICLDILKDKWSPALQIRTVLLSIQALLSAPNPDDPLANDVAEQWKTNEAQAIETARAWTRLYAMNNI
# SENP8 block-1 – SENP8 protease inhibitors, primary screen, biochemical, luminescence. purified SENP8, Z-RLRGG-aminoluciferin cleavage. inhibition, % at 10 µM. 330,000 tested, 1.2% active. AID 2540, 2010; in the data active means inhibition above about 50%
# Apaf-1 inh – inhibitors of human Apaf-1 apoptosome, primary screen, biochemical, DEVD-Rh110 fluorescence, uHTS | Apoptotic protease-activating factor 1 (Homo sapiens), O14727 | reconstituted apoptosome caspase-3 activity | inhibition, % at 20 µM | 330,000 tested, 0.71% active | AID 489030, 2010; active means inhibition of at least 40% at 20 µM;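 further: plate controls were DMSO wells for no effect and DEVD-CHO caspase inhibitor wells for full effect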
#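 Assay system: Apoptosome proteins | Medium: pH 7.5 Hepes buffer with CHAPS, BSA, DTT | Also added: Cytochrome c and DEVD-Rh110 substrate | Times: 30 min plus 50 min, RT | Detection: Rhodamine 110 fluorescence at Ex 480/Em 540 nm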
# SENP6 inh – SENP6 protease inhibitors, primary screen, biochemical, luminescence, uHTS; AID 2599, 2010; inhibition, % at 10 µM; Recombinant SENP6 catalytic domain, aminoluciferin luminescence; 330,000 tested, 1.8% active;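 active means inhibition above about 50% at the single tested dose, limit read from the data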;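 further: plate controls were DMSO wells with enzyme for no effect and DMSO wells lacking enzyme for full effect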
# Target sequence (Q9GZR1 628-1112 limits assumed): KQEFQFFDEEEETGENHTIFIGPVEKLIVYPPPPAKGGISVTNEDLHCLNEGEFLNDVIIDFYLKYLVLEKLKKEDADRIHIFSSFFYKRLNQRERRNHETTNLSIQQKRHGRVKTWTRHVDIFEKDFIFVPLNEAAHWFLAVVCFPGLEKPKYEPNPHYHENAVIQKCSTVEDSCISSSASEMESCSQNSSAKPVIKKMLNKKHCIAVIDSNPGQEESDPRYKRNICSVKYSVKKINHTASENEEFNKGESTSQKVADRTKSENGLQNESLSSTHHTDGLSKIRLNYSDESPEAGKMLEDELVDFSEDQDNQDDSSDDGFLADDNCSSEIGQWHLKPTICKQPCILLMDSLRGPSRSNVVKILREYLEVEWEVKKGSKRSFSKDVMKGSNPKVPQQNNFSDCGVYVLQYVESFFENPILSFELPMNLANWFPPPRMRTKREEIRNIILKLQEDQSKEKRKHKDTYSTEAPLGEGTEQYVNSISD
# APOBEC3G inh – APOBEC3G DNA deaminase inhibitors, primary screen, biochemical, fluorescence, single-stranded DNA substrate, uHTS. DNA dC->dU-editing enzyme APOBEC-3G (Homo sapiens), Q9HC16. AID 493012, 2011. recombinant A3G, ssDNA deamination FAM/TAMRA fluorescence. 330,000 tested, 0.28% active. inhibition, % at 20 µM;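 active means inhibition of at least 40% at 20 µM, with no more than 30% in the related APOBEC3A deaminase screen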;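 further: plate controls were DMSO wells with A3G for no effect and wells lacking A3G enzyme for full effect; some compounds called inactive have numbers as strong as hits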
# SENP1 FRET inh – human SENP1 catalytic domain inhibitors, primary screen, biochemical, FRET, uHTS | inhibition, % at 10 µM | recombinant SENP1 catalytic domain, CyPet-SUMO1-YPet FRET cleavage | 360,000 tested, 0.21% active | Sentrin-specific protease 1 (Homo sapiens), Q9P0U3;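 active means inhibition at least 30% at 10 µM, raw YFP signal under a set limit, fluorescence ratio 0.5 to 1.5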;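 further: 0% = enzyme with DMSO and 100% = no enzyme wells; some results filed as inactive read as strong as hits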
#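 Test system: hSENP1 catalytic domain, recombinant; Amount: 20 pM final SENP1 enzyme; Medium: Tris pH 8 buffer plus EDTA, NaCl, BME, BSA, NP40, catalase; Schedule: 50 min enzyme reaction, room temperature, light-protected; Technique: FRET fluorescence in CFP and YFP emission channels; Controls: no-enzyme wells low, DMSO-plus-enzyme wells high control.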
# SENP8 block-2 – human SENP8 protease inhibitors, primary screen, biochemical, fluorescence, Nedd8 protein substrate, uHTS. Sentrin-specific protease 8 (Homo sapiens), Q96LD8. recombinant SENP8. inhibition, % at 20 µM. 360,000 tested, 0.64% active. AID 602440, 2012; in the data active means inhibition mostly above about 40%, no sharp cut-off; inactive means mostly below about 27%
# SENP7 inh – SENP7 protease inhibitors, primary screen, biochemical, luminescence, uHTS | 330,000 tested, 1.5% active | inhibition, % at 5 µM | recombinant SENP7, Z-RLRGG-aminoluciferin luminescence, 40 min | Sentrin-specific protease 7 (Homo sapiens), Q9BQF6;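 active means inhibition above about 50% at the single test dose, limit read from the data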;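 further: plate controls were DMSO with enzyme for no effect and no enzyme buffer wells for full effect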
# Target sequence (Q9BQF6 706-1050 limits assumed): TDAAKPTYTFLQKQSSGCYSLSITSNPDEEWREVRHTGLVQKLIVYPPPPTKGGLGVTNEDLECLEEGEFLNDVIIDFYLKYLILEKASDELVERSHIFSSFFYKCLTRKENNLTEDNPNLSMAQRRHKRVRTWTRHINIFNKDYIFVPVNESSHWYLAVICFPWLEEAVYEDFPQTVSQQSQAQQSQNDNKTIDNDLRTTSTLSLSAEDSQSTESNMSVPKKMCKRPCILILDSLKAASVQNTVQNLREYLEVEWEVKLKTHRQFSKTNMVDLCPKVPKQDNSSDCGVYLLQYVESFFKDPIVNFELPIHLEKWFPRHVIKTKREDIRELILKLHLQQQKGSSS
# * marks the source's active call; other numbers are inactive results; i = inactive; x = not tested or not shown.
SMILES,UBC13 inh,SENP8 block-1,Apaf-1 inh,SENP6 inh,APOBEC3G inh,SENP1 FRET inh,SENP8 block-2,SENP7 inh
CCCCCCSc1ccc(-c2nc3ccccn3c2NCCCC)cc1,33,-4,26,-1,-2,-42,i,-4
CC(C)C(NC(=O)OC(C)(C)C)C(=O)NC(CCC(=O)OCc1ccccc1)C(N)=O (stereo unspecified),-13,-15,12,-4,-17,1,14,-5
CCOC(=O)C(C)Sc1nc2c(c(-c3cccs3)c1C#N)CCC2 (stereo unspecified),22,4,18,2,-7,-22,-257,-2
CCOc1ccc(S(=O)(=O)N2CCC(C(=O)N3CCN(c4ccccc4F)CC3)CC2)cc1C,-7,-4,20,-23,-4,0,4,13
COCCNC(=O)CCc1ccc(S(=O)(=O)Nc2ccc(C)cc2)cc1,16,7,-4,-1,1,1,28,0
CCN(C[C@H]1N[C@@](Cc2ccccc2)(C(=O)OC)[C@H]2C(=O)N(Cc3ccccc3)C(=O)[C@@H]12)C(=O)C1CCCCC1,3,-4,26,17,-1,1,2,13
CCc1ccc(S(=O)(=O)Nc2nccs2)cc1,0,-6,6,17,-6,-2,1,2
CC(=O)NCCc1nc2cc(NC(=O)c3ccccc3)ccc2n1C,12,-3,-15,-7,-8,2,6,-3
CC(=O)c1c(C)n(-c2ccc(Cl)cc2)c2ccc(O)cc12,-1,5,-4,-16,-6,1,-10,-5
COc1ccc(C)cc1NC(=O)CN1C(=O)COc2ccc(S(=O)(=O)N3CCCCC3)cc21,-2,-5,14,0,-2,2,18,3
Cc1ccnc(NC(=O)CC(NC(=O)c2ccccc2Cl)c2ccccc2)c1 (stereo unspecified),2,-1,6,-2,-5,0,5,0
CC(C)C(=O)NNC(=O)CSc1nnnn1C(C)C,-3,-7,-5,8,-16,-2,14,-1
C=C(C)C(=O)O[C@H]1C/C(C)=C\C(=O)/C=C(\C)[C@H](O)[C@@H]2OC(=O)C(=C)[C@@H]21,-18,0,1,-1,17,-1,8,8
Cc1ccc(S(=O)(=O)N2CCCC2C(=O)NCc2ccco2)cc1 (stereo unspecified),-5,8,-2,-3,0,-1,16,-17
Cc1cc(C)n(-c2cc(N3CCOCC3)ncn2)n1,-7,-6,5,-9,-7,2,5,-9
NC(=O)COC(=O)CC1CC2CCC1C2 (stereo unspecified),2,-4,15,11,-3,-1,-15,4
COC(=O)c1[nH]c2cc(OC)ccc2c1NC(=O)CCN1CCN(c2cccc(C)c2C)CC1,6,-1,18,-20,-6,0,-421,-2
CC(=O)N=c1c(C#N)cc2c(=O)n3ccccc3nc2n1CCCOC(C)C,5,3,-23,-9,-7,-38,-441,1
Cc1cc(C)n(-c2ccc(C(=O)C(C#N)c3nc4ccccc4n3C)cc2)n1 (stereo unspecified),-2,-4,7,23,1,-7,-76,-6
SC(COCc1ccccc1)CN1CCN(Cc2ccc3c(c2)OCO3)CC1 (stereo unspecified),-3,2,20,2,-1,3,26,1
CCOc1ccc(/C=N\NC(=O)c2c(C)nc3cc(C)ccn23)cc1,-16,6,-5,15,-5,1,-8,2
CCSc1nc2sc3c(c2c(=O)n1-c1ccc(OC)cc1)CCN(C)C3,-7,-8,-4,6,-5,-76,-48,-13
CCN(CC)CCNc1nc2nonc2nc1NCCN(CC)CC,-13,-2,12,-4,2,-1,13,4
O=C(O)CSC(C(=O)Nc1ccc(Br)cc1)c1ccccc1 (stereo unspecified),0,2,4,-11,2,0,7,5
Cc1ccc(OCCCC(=O)Nc2ccc(N3CCOCC3)cc2)c(C)c1,-8,3,3,8,-2,3,24,5
COc1ccccc1C(=O)NCC(=O)Nc1ccc2c(c1)OCO2,2,-9,-3,-6,-11,-1,-2,11
COc1ccc(NS(=O)(=O)c2cccc(C(=O)NCc3ccccc3CN3CCCC3)c2)cc1,12,-9,15,1,4,0,11,10
COc1cc(OC)c(OC)cc1CNC(=O)c1cc(S(=O)(=O)N2CCOCC2)ccc1F,4,1,-9,0,-10,3,13,6
CCOc1ncccc1C(=O)OCc1ccc(Cl)cc1,9,-4,2,7,1,0,1,11
Cc1cc(-c2ccccc2)nc(N2CCN(c3ccccn3)CC2)n1,11,-4,14,-8,-4,0,-30,-14
CCc1ccccc1N1CC(C(=O)Nc2cc(C)on2)CC1=O (stereo unspecified),-3,-3,0,7,0,1,6,-3
CCC1=[N+](C)CCn2c(C)ccc21,-11,-10,-8,3,27,-2,8,-4
O=C(c1cc(COc2c(F)cccc2F)on1)N1CCC(c2ccccc2Cl)C1 (stereo unspecified),0,-1,10,-12,-5,0,7,-6
CCOC(=O)N1CCN(C(=O)c2ccc(Cl)c(S(=O)(=O)N3CCCC3)c2)CC1,2,4,-9,-2,-8,-1,13,-4
Cc1ccc(C(=O)NNC(=O)CSc2n[nH]c(-c3cccnc3)n2)cc1,3,1,-2,-4,-5,3,4,-5
CC(C)c1ccc(NC(=O)CCc2ccccc2)cc1,-4,-6,24,-2,2,3,7,-16
O=c1c2ccccc2nc2n1CCO2,0,-1,-1,4,-9,-3,19,-7
CCN(CC)CCCNC(=O)c1nn2c(C(F)(F)F)cc(-c3ccccc3)nc2c1Cl,2,5,5,5,-2,-2,16,-6
O=C(NCc1ccccc1)C1=C[C@H](c2coc3ccccc3c2=O)C[C@H](OCCCCO)O1,8,2,6,-4,0,2,17,0
O=C(c1ccc(CNc2c(N3CCCC3)c(=O)c2=O)cc1)N1CCN(C2CCCCC2)CC1,17,-4,11,5,1,-1,20,6
CCc1ccc(S(=O)(=O)/N=C2\C=C(Nc3cccc(C(=O)O)c3)C(=O)c3ccccc32)cc1,-125,95*,91*,92*,0,2,70*,47
CC(C)c1ccc(NC(=O)COc2nnc(-c3cccs3)c(-c3cccs3)n2)cc1,-22,-1,25,-20,-1,10,23,-6
COC(=S)Nc1cccc(C(F)(F)F)c1,1,1,-12,-6,-9,3,29,2
O=C(CN1C(=O)NC2(CCCC2)C1=O)OCCOc1cccc(Br)c1,-4,-2,6,-2,-3,-1,14,2
Cc1ccccc1CSc1nnc(-c2ccncc2)n1C,3,1,2,-13,-2,-1,20,2
COc1ccc(C2CC(c3cccs3)=NN2C(=O)CSc2nnnn2C)cc1OC (stereo unspecified),-6,-2,0,-4,6,0,-98,9
O=C(NCc1ccco1)c1ccc(S(=O)(=O)c2cccc(S(=O)(=O)N3CCOCC3)c2)cc1,-16,-3,3,2,-7,1,14,-10
COc1ccc(N2C(S)=C(C#N)C(=O)NC23CCCCC3)cc1,0,6,-9,6,-5,-1,2,3
COc1cc(OC)c(NC(=S)Nc2cc(Cl)cc(Cl)c2)cc1Cl,2,-8,3,-7,-8,2,11,-6
NC(=O)c1ccc(NC(=O)COC(=O)CCSc2ccccc2)cc1,-8,-7,4,-29,-8,1,13,-3
# Next part:
SMILES,UBC13 inh,SENP8 block-1,Apaf-1 inh,SENP6 inh,APOBEC3G inh,SENP1 FRET inh,SENP8 block-2,SENP7 inh
Cc1nn(C)cc1CNC(=O)CCC(=O)O,3,3,-5,7,-4,-1,17,7
CSc1c(CN2CCN(C)CC2)c2ccccc2n1C,1,-4,-9,-9,-6,0,39,8
CCNC(=S)N(CCN(CC)CC)Cc1cc2cc3c(cc2[nH]c1=O)OCO3,10,-11,3,4,-4,-3,-303,1
Nc1nnc(SCC(=O)NNC(=O)c2ccccc2)s1,3,-6,-10,-10,-11,3,2,-3
Cc1ccc(/C=N/NC(=O)c2nnn(-c3nonc3N)c2CSc2ccc(Cl)cc2)o1,-14,-9,13,5,-6,0,-66,5
COc1cc(/C=C(/NC(=O)c2ccc(Cl)cc2Cl)C(=O)O)cc(OC)c1OC,2,5,9,4,2,1,-2,5
COc1ccc(Br)cc1C(=O)Nc1ccccc1N1CCN(C(=O)c2ccccc2)CC1,16,-5,5,13,-7,2,5,10
CCCC(=O)N(CCN1CCOCC1)c1nc2c(C)ccc(C)c2s1,40,3,16,4,-3,1,6,1
CN(C)CCNC(=O)Cn1ccc2cc(S(=O)(=O)N3CCCCC3)ccc21,2,-8,3,-11,-3,1,-7,13
Cc1ccc(S(=O)(=O)N(C)c2ccc(NS(C)(=O)=O)cc2)cc1,3,5,0,-13,-3,1,-5,-1
COc1ccc(CCN2CC(C(=O)NCCc3ccccc3C(F)(F)F)CCC2=O)cc1 (stereo unspecified),0,0,4,14,4,2,11,4
Cc1cc(Cl)cc2c1NC(=O)[C@]21[C@@H]2C(=O)N(Cc3ccccc3)C(=O)[C@@H]2[C@@H]2CCCN21,-2,-5,24,-10,-1,-1,26,-4
CC(NS(=O)(=O)c1cc(C(F)(F)F)ccc1Cl)C(=O)N(C)C1CCN(C)CC1 (stereo unspecified),0,-4,-4,-13,-7,-1,3,2
CCN(CC)C(=O)[C@H]1C[C@H](CC(=O)NCc2cccc(C(F)(F)F)c2)C(=O)N2CCc3c([nH]c4cc(CCC(=O)N(C)C)ccc34)[C@]12C,x,x,26,x,3,-1,0,1
Cc1ccc(NC(=O)CN(C)C(=O)c2cccc(S(=O)(=O)NCc3ccccc3)c2)cc1,0,-2,12,-4,-11,0,-5,1
COc1ccc2[nH]cc(CCCN3C(=O)c4ccccc4C3=O)c2c1,17,-2,2,-10,-7,-3,9,-2
NNC(=O)Cn1c(-c2ccccn2)nc2ccccc21,-6,-4,5,6,-3,-6,-2,7
COc1ccccc1N1CCN(C(=O)c2cc(-c3ccccc3)on2)CC1,4,-8,17,-18,7,-1,16,6
CN(Cc1cccnc1)C(=O)CC1C(=O)NCCN1CC(c1ccccc1)c1ccccc1 (stereo unspecified),-6,-11,5,-21,-9,-7,2,-5
CC(=O)c1ccc(NC(=O)/C(Cl)=C/c2ccccc2)cc1,2,45,-8,67*,-5,3,6,85*

# Reprinted at random: 2 compounds from above.
SMILES,UBC13 inh,SENP8 block-1,Apaf-1 inh,SENP6 inh,APOBEC3G inh,SENP1 FRET inh,SENP8 block-2,SENP7 inh
Cc1cc(C)n(-c2cc(N3CCOCC3)ncn2)n1,-7,-6,5,-9,-7,2,5,-9
COc1cc(/C=C(/NC(=O)c2ccc(Cl)cc2Cl)C(=O)O)cc(OC)c1OC,2,5,9,4,2,1,-2,5

# Next part.
SMILES,UBC13 inh,SENP8 block-1,Apaf-1 inh,SENP6 inh,APOBEC3G inh,SENP1 FRET inh,SENP8 block-2,SENP7 inh
COc1ccccc1NC(=O)c1cnc2n(c1=O)CCS2,6,-1,-2,0,-2,1,-37,-4
Cc1c(NC(=O)CSc2nnnn2-c2ccc(F)cc2)c(=O)n(-c2ccccc2)n1C,-10,-5,1,0,-1,1,13,7
C=CC[C@@H](Cc1ccc(F)cc1)C(=O)OC[C@@H]1CCCN1C(=O)[C@@H](CC=C)CC(=O)N[C@@H](CO)Cc1ccccc1,3,-15,40*,-5,-9,2,16,-2
COc1cccc(-c2noc(C3CCCN(C(=O)Cc4ccccc4)C3)n2)c1 (stereo unspecified),-3,2,2,-8,-7,2,14,5
Cn1nnnc1NC(=O)c1ccccc1Cl,-1,14,-2,-2,4,0,12,-11
COC(=O)c1ccc(COC(=O)c2[nH]c(C)c(C(C)=O)c2C)o1,4,-8,-2,-3,-5,4,12,0
